Screening data from PubChem BioAssay.
MCL1-BIM inh = MCL1-BIM-BH3 interaction inhibition (human); GST-MCL1 / FITC-Bim-BH3 fluorescence polarization; inhibition, % at 10.9 µM; hit rate 0.68% among 320,000; AID 2057;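 active = inhibition above the mean inhibition of all tested compounds plus 3 SD, set per campaign, cut at about 40% in these data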;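 note: 0% = DMSO wells and 100% = unlabeled Bim-BH3 peptide control; higher means more loss of mP so more displacement of Bim peptide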
Target sequence (Q07820 whole entry, looked up): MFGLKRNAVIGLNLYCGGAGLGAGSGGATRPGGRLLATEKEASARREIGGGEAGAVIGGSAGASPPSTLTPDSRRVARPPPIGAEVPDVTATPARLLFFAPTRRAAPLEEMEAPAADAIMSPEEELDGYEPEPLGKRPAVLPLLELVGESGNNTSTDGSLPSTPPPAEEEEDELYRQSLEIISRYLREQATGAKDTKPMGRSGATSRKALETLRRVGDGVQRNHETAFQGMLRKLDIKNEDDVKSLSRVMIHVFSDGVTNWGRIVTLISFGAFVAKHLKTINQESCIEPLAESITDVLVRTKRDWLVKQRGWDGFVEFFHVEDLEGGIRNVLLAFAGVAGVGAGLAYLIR
VLA-4 inh = inhibition in a human VLA-4 binding assay. P13612. VLA-4 expressing cells, ligand binding flow cytometry. inhibition, % (about 7 µM as worked out from the volumes in the protocol). hit rate 0.2% among 330,000; in the data active = inhibition above about 50%
Fam108B counter = counter-screen for RBBP9 inhibitors: inhibitors of mouse Fam108B | hit rate 0.33% among 300,000 | inhibition, % at 9.51 µM | recombinant Fam108B, FP-Rh probe fluorescence polarization;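 active = inhibition above the screen mean inhibition plus 3 SD, computed separately per campaign, cut at about 18% in these data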;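 note: inhibitors lower polarization as less probe binds the enzyme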
GLD-1 TGE inh = GLD-1-TGE RNA interaction inhibition (C. elegans); hit rate 0.44% among 320,000; Q17339; AID 2280; inhibition, % at 5.96 µM; purified GLD-1 + fluorescein TGE RNA, fluorescence polarization;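 active = percent inhibition above a per-plate cutoff, the plate mean of test compounds plus 3 SD, cut at about 30% in these data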;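 note: 0% = DMSO wells with GLD-1 and probe and 100% = wells lacking GLD-1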
Target sequence (Q17339 whole entry, looked up): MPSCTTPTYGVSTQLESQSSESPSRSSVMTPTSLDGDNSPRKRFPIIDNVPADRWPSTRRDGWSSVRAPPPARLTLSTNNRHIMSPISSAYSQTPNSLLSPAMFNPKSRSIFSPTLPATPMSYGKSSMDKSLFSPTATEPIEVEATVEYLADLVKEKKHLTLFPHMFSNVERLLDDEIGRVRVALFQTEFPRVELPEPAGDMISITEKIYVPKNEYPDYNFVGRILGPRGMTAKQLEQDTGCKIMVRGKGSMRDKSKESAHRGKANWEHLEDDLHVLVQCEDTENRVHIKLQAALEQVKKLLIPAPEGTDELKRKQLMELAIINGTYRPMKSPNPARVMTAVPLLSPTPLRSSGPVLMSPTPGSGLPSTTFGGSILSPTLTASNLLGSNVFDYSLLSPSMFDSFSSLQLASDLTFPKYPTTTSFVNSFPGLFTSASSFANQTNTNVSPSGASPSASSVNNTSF
CIT2-GFP yeast = modulators of TOR pathway CIT2-GFP in S. cerevisiae; S. cerevisiae CIT2-GFP strain, flow cytometry, 3 h; 100 means same as DMSO wells; GFP response vs DMSO, % at 10 µM; AID 2029; hit rate 0.065% among 320,000;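 active = GFP response relative to DMSO above a set limit, near the screen mean plus 3 SD, cut at about 150% in these data; inconclusive = Fewer than 70 cells measured for a yeast strain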;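 note: ratio of well median GFP fluorescence to mean of DMSO wells on the plate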
GRK2 inh = human GRK2 inhibition via aptamer displacement | AID 488847 | bead flow cytometry, FAM-aptamer displacement from GRK2 | P25098 | hit rate 0.59% among 330,000 | inhibition of aptamer binding, % at 10 µM;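 active = inhibition of aptamer binding above 40%, roughly 3 SD of noise, on plates passing a quality check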;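 note: median bead fluorescence of bound FAM aptamer so fluorescent compounds give negative values; no value below 0 was filed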
AGP1 TOR yeast = yeast TOR pathway AGP1-GFP modulation. S. cerevisiae AGP1-GFP multiplex flow cytometry, 3 h; GFP as percent of DMSO wells. GFP response vs DMSO, % at 10 µM. hit rate 0.02% among 320,000. AID 2066;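 active = GFP response relative to DMSO above a set limit, near screen average plus 3 SD, cut at about 150% in these data; inconclusive = fewer than 70 cells counted for the yeast strain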;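 note: median GFP channel fluorescence of the gated AGP1 strain per well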
BCLXL inh = inhibitors of human Bcl-xL; Q07817; hit rate 0.7% among 320,000; inhibition, % at 10.9 µM; GST-Bcl-xL / FITC-Bim BH3 peptide fluorescence polarization;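 active = inhibition above the mean of all tested compounds plus 3 SD, cutoff set per campaign, cut at about 30% in these data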;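 note: 0% = DMSO wells and 100% = unlabeled Bim-BH3 peptide competitor; inhibitors lower millipolarization by displacing the labeled peptide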
Target sequence (Q07817 whole entry, looked up): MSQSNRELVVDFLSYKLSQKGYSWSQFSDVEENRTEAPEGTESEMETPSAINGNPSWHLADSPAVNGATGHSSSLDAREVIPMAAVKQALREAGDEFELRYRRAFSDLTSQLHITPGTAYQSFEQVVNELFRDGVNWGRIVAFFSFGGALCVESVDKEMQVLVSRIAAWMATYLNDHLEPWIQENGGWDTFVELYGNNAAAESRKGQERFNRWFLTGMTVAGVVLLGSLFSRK
MEX-5 binding = C. elegans MEX-5 TCR-2 RNA binding activity; MEX-5/FITC-TCR2 RNA binding, fluorescence polarization; stronger effect = lower value; activity score (negative = inhibition of binding), % at 10 µM; hit rate 0.38% among 300,000; Q9XUB2; AID 1832;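 active = inhibition past about -25% in most replicates, and total fluorescence under double the plate's negative control median, limit read from the data; inconclusive = replicates evenly split on the limit, or fluorescence at least double controls; inactive = too little inhibition in most replicates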;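 note: 0% = DMSO and -100% = 5 µM competing unlabeled TCR2 RNA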
The depositor's hits bear a star; ? = inconclusive; . = no result given.

SMILES	MCL1-BIM inh	VLA-4 inh	Fam108B counter	GLD-1 TGE inh	CIT2-GFP yeast	GRK2 inh	AGP1 TOR yeast	BCLXL inh	MEX-5 binding
CCN(CC)c1ccc(C=C2C(=O)OC3(CCCCC3)OC2=O)cc1	-46	-129	-24	-22	92	0	97	-21	5.4
O=C(CNC(=O)c1cccc(-n2cnnn2)c1)Nc1ccc(F)c(F)c1	-16	6	.	-2	91	2	95	-11	.
O=C(CS(=O)(=O)c1ccc(Br)cc1)N1CCOCC1	4	6	-4	4	110	0	101	2	-3.1
COc1ccc(C(=O)NCC(=O)OCC(=O)NC(=O)NC2CCCCC2)cc1OC	7	7	1	8	83	7	.	-1	-0.6
CC1=CC(C)(C)[N+](C)(C)c2ccccc21	-13	3	0	-6	93	1	82	-9	-2.0
COC(=O)c1ccc(CN2CCN(CCC(C)C)C(CCO)C2)cc1 (centres undefined)	14	1	0	3	102	0	97	10	-1.5
CCn1c2ccccc2c2cc(NC(=O)c3ccc(C)c([N+](=O)[O-])c3)ccc21	2	5	-3	6	105	3	102	5	-1.2
COc1cnc(-c2ccccn2)nc1Oc1ccc(Cl)c2ccccc12	8	2	-2	6	97	0	90	1	1.9
CC(C)OC(=O)c1c(NC(=O)CCn2nnc3ccccc32)sc2c1CCCC2	4	-12	2	9	89	2	98	-1	2.2
Cc1ccc(-c2csc3nc[nH]c(=O)c23)c(C)c1	-5	5	-1	4	103	3	104	5	3.1
Nc1c(C(=O)N/N=C/c2cccnc2)oc2nc(-c3ccco3)cc(-c3ccco3)c12	61*	-6	0	29	89	4	106	68*	-6.2
CNc1ccc(S(=O)(=O)NC)cc1[N+](=O)[O-]	1	46	-1	4	98	0	97	3	-1.6
O=C(/C=C/c1c(Cl)cccc1Cl)n1cccn1	4	11	2	5	94	1	99	1	-1.5
CC1CCN(c2cc(N3CCC(C)CC3)c([N+](=O)[O-])cc2/C=C(\C#N)c2nn(-c3ccccc3)c(N)c2C#N)CC1	7	-11	-6	0	99	0	104	4	-1.0
COc1ccc(NC(=S)N2CCN(S(=O)(=O)c3ccc(OC)cc3)CC2)cc1	.	-9	.	.	95	7	90	.	.
COc1ccc(/C=N/OCC(=O)Nn2c(C)nc3ccccc3c2=O)cc1	3	-2	-1	-1	?	1	?	5	1.0
CC(=O)NC1(C(F)(F)F)NC(=O)N(CC(C)C)C1=O (centres undefined)	4	23	4	-5	102	1	99	7	2.5
O=c1[nH]c(-[n+]2ccc3ccccc3c2)c(/C=N/N=C(\[O-])c2ccccc2)s1	99*	7	18*	137*	106	3	101	93*	-7.6
O=CN(Cc1ccco1)C1(C(=O)NC2CCCCC2)CCCCC1	8	-2	1	3	96	0	109	4	-1.2
Cn1c(SCC(=O)N/N=C/C=C\c2ccccc2[N+](=O)[O-])nc2ccccc21	6	2	-2	1	94	1	86	5	-0.4
CC(C)CCNC(=O)c1onc(CSc2ccc(F)cc2)c1C(=O)NCCC(C)C	-2	5	-4	6	83	1	85	4	2.8
Cc1cc(CNCc2cn(C)nc2-c2ccc(Oc3ccccc3)cc2)on1	12	6	3	2	104	100*	106	5	1.8
O=C(COC(=O)c1cc[n+]([O-])cc1)Nc1cccc(F)c1	.	-13	.	-5	100	1	93	.	.
CC(C)[C@H](NC(=O)OCc1ccccc1)C(=O)OCC(=O)NC1CCCCC1	2	-4	5	0	.	0	102	-6	1.5
COc1cc(/C=N/n2c(-c3n[nH]c4c3CCC4)n[nH]c2=S)ccc1O	-15	8	0	7	112	3	102	-21	-7.9
CC1=NOC(=O)/C1=C/c1ccc(O)cc1	-14	15	-1	-3	108	2	109	-2	6.5
Cc1cccc(NC(=O)CS(=O)(=O)c2cn(C)c3ccccc23)c1	4	30	0	10	102	2	102	0	-2.9
CS(=O)(=O)N(CC(=O)N1CCN(Cc2ccccc2)CC1)C1CCCCC1	-2	5	-19	1	106	0	102	3	0.8
CCOc1ccc(Oc2ccccc2NC(=O)CCNC(C)=O)cc1	1	-3	6	-12	108	0	108	-4	2.2
Cc1cc(OC(C)C)nc(NCc2ccccc2)n1	5	-2	12	4	102	1	100	1	0.1
COC(=O)c1ccccc1NC(=S)NC(=O)c1ccc2c(c1)OCO2	.	8	.	.	101	0	94	.	-1.9
CSc1cccc(CN2CCN(CCC(C)C)C(CCO)C2)c1 (centres undefined)	4	12	6	3	100	0	97	6	2.9
CN(C)c1ccc(NC(=O)COC(=O)CNC(=O)c2cccs2)cc1	9	4	.	8	91	0	102	5	.
COCCNC(=S)Nc1cc(S(=O)(=O)N2CCOCC2)ccc1N1CCCCC1	19	6	3	-2	94	0	98	17	-0.9
CC(C)C(=O)N(Cc1ccc(F)cc1)Cc1nc2ccccc2c(=O)[nH]1	6	15	4	-1	107	4	100	-1	1.8
Cc1ccnc(NC(=O)Cc2c(F)cccc2Cl)c1	4	-3	9	5	104	.	95	3	-1.9
Cc1cc(C)n(C(C)CC(=O)Nc2ccc(-c3ccno3)cc2)n1 (centres undefined)	10	16	0	2	80	0	90	9	-0.2
CC(NC(=O)Nc1ccc(F)cc1F)c1ccncc1 (centres undefined)	0	-12	1	6	100	0	104	4	-1.1
C=CCN(C(=O)c1csnn1)C(C(=O)NC1CCCC1)c1c(F)cccc1Cl (centres undefined)	10	10	2	6	105	0	101	3	2.8
Fc1ccc(N2CCN(c3ncnc4nc[nH]c34)CC2)cc1	-1	2	2	-2	98	2	98	0	2.0
CC1CN(S(=O)(=O)c2ccc(C(=O)NN3CCN(C)CC3)cc2)CC(C)O1 (centres undefined)	4	-2	0	-4	94	0	94	0	0.4
CC/C(C)=N/Nc1nc2sc3c(c2c(=O)[nH]1)CC(C)(C)OC3	85*	-12	-1	62*	104	1	98	67*	-5.1
Fc1ccccc1-c1n[nH]c(=S)n1CC1CCCO1 (centres undefined)	-2	-3	-3	-4	105	0	103	-2	1.7
CCc1ccc(C2C(C#N)=C(N)SC(N)=C2C#N)s1	-98	3	-17	-60	101	3	98	-50	-2.4
CC(C)c1ccc(NC(=O)CN2C(=O)NC3(CCCC3)C2=O)cc1	-3	23	-3	7	100	1	104	0	-1.7

Single records, as listed above. Order of screens: MCL1-BIM inh | VLA-4 inh | Fam108B counter | GLD-1 TGE inh | CIT2-GFP yeast | GRK2 inh | AGP1 TOR yeast | BCLXL inh | MEX-5 binding
Entry for CN(C)c1ccc(NC(=O)COC(=O)CNC(=O)c2cccs2)cc1 = 9 | 4 | . | 8 | 91 | 0 | 102 | 5 | .
Entry for Fc1ccccc1-c1n[nH]c(=S)n1CC1CCCO1 (centres undefined) = -2 | -3 | -3 | -4 | 105 | 0 | 103 | -2 | 1.7
Entry for CC(C)c1ccc(NC(=O)CN2C(=O)NC3(CCCC3)C2=O)cc1 = -3 | 23 | -3 | 7 | 100 | 1 | 104 | 0 | -1.7

(continued)
SMILES	MCL1-BIM inh	VLA-4 inh	Fam108B counter	GLD-1 TGE inh	CIT2-GFP yeast	GRK2 inh	AGP1 TOR yeast	BCLXL inh	MEX-5 binding
COC(=O)c1cc(OC)cc(O)c1C(=O)c1c(O)cc(C)cc1O	10	9	3	2	96	2	98	13	-3.2
O=C(OCC(=O)N1CCc2ccccc2C1)c1ccc(F)cc1Cl	.	8	.	-10	71	2	73	.	.
COc1ccc(/C(C)=N\O)cc1OC	0	5	-2	5	.	2	.	3	-0.9
CC1(c2ccc(Cl)cc2Cl)NC(=O)N(CC(=O)N2CCN(C(=O)c3ccco3)CC2)C1=O (centres undefined)	3	8	.	1	102	0	115	4	.
Cn1c(C(=O)NCCCN2CCN(c3cccc(Cl)c3)CC2)cc2c(=O)n(C)c3ccccc3c21	10	-12	-3	-5	118	0	107	8	-0.7
COC(=O)CN(c1ccccc1F)S(=O)(=O)c1ccc(C)cc1	4	-4	2	5	106	2	99	7	2.4
COc1ccc(NC(=O)CN2CCc3ccccc3C2)cc1S(=O)(=O)N1CCOCC1	-12	13	-5	-5	96	0	94	-4	2.0
COc1ccccc1NC(=O)C1=C(C)Nc2ncnn2C1c1cccs1 (centres undefined)	5	7	-2	1	100	0	104	7	0.7
COc1ccc(C(=O)NCCCc2nc3ccccc3n2Cc2ccccc2C)cc1OC	-4	12	1	3	118	3	107	1	0.5
O=C(COC(=O)Cc1ccc(Cl)cc1Cl)Nc1ccc(OC(F)F)cc1	0	10	-1	0	89	0	89	-4	-0.5
S=C(NCCCn1ccnc1)Nc1ccc(Cl)cc1Cl	14	1	0	4	121	0	109	8	0.0
CC(C)OCCCn1c(=NC(=O)c2ccncc2)c(C#N)cc2c(=O)n3ccccc3nc21	37	1	0	17	107	0	104	34*	-4.7
C[C@@H](NC(=O)C1(c2ccccc2)CCN(C(=O)OC(C)(C)C)CC1)C(=O)N[C@@H](Cc1ccccc1)C(=O)O	-2	3	-1	1	104	1	108	4	-1.1
CCOC(=O)[C@@H]1[C@H]2COc3ccccc3[C@H]2N2C(=O)N(c3cccc(Cl)c3)C(=O)[C@]12C	.	13	.	4	100	6	98	.	.
Cc1cccc(N2CCN(S(=O)(=O)c3c(C)[nH]c(C)c3C(=O)N3CCCC3)CC2)c1C	34	5	-1	31*	101	0	105	29	-0.9
Cc1ccc(NC2=NC(c3ccc(O)cc3)n3c(nc(C)cc3=O)N2)cc1 (centres undefined)	-2	5	-3	2	92	0	93	3	2.9
CSc1ccc(CNc2cccc3ccccc23)cc1	5	27	-5	8	103	0	104	3	-0.8
CCCn1cc(CN2CCC(N3CCC(C(=O)N4CCOCC4)CC3)CC2)c(C)n1	16	.	2	6	102	0	106	8	-5.7
CC(=O)Nc1sc2c(c1-c1nc3ccccc3s1)CCN(C(C)C)C2	10	0	0	4	94	2	99	13	.
Cc1nn(S(=O)(=O)c2cccs2)c(C)c1Sc1ccc([N+](=O)[O-])cc1	4	-5	1	10	85	3	96	1	0.9
C[N+](C)(C)CCCN(Cc1ccc2c(c1)OCO2)C(=O)NC1CCCCC1	-19	-1	-3	-1	97	0	101	-16	1.1
NC(=O)c1ccc(NC(=O)COC(=O)c2ccc3c(c2)OCCO3)cc1	1	7	1	-3	95	0	103	0	-1.4
COc1ccc(C(=O)Nn2cnnc2)cc1OC	5	3	-5	-1	98	1	98	1	-0.3
O=C(Cc1ccccc1)Nn1cnc2ccccc21	2	15	1	7	99	55*	102	5	0.5
Cc1cc(C)nc(-n2nc(C)cc2NC(=O)CNC2CCCCC2)n1	7	12	-4	3	98	0	98	4	1.9
CC(C)NS(=O)(=O)c1ccc(OCC(=O)N2CCCC2)cc1	0	2	3	7	94	1	95	7	1.9
CCOc1ccc(/C=C2/Sc3ccc(C(=O)NCC4CCCO4)cc3N(C)C2=O)cc1OC (centres undefined)	8	6	2	1	99	3	100	8	-4.2
COc1ccc(CCNC(=O)CC(C)(C)CC2=NS(=O)(=O)c3ccccc3N2)cc1OC	0	3	0	4	100	0	101	2	0.4
CCCCn1c(N2CCCC2)nc2c1c(=O)[nH]c(=O)n2C	-9	2	4	-1	95	0	96	1	-2.4
Cc1ccc(-n2nc(C(=O)N/N=C/c3cccc(C(F)(F)F)c3)c3ccccc3c2=O)cc1C	7	-8	-3	7	118	0	110	7	2.6
O=c1c2ccccc2ncn1CCCSc1ccc(Cl)cc1	-1	15	1	2	84	0	95	0	0.8
CC(c1ccccc1)n1c(-c2ccccc2F)n[nH]c1=S (centres undefined)	-2	13	1	6	101	0	100	1	5.0
